HCV inh – HCV inhibition. 340,000 compounds, 3.4% hits. Huh7.5.1 HCVcc-Cre infection, luciferase reporter, 44 h. AID 651820. Potency, µM (top dose mostly 41.8 µM), without a hit: at the highest dose activity change, negative = inhibition, usual class: inhibitors; active means well fitted inhibition curve with a large enough effect; inconclusive means small, poorly fitted or top-dose-only effect, or another doubt; inactive means no such curve, though single readings can be large or run the other way; further: potency means the concentration at half of the fitted maximal effect
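1,000 cells/well; 4 h culture; + compound; + HCVcc-Cre (~0.5 moi); 44 h; luciferase substrate, RT 15 min; read 15 sec.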
HCMV antiviral – blocks human cytomegalovirus replication | HFF cells, HCMV-luciferase reporter, 72 h; stronger effect = lower value | activity change, negative = inhibition, % at 57.5 µM | 410,000 compounds, 4.5% hits | AID 1259415; in the data active means activity change below about -60%; inconclusive means no clear call, values can overlap the other calls; inactive means above about -39%
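After 16 h attachment at 37C, HFF cells received test compound and HCMV-luciferase (1 PFU/cell); reporter luminescence read 72 h later, data normalized against buffer-only and known inhibitor Salinomycin.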
* = called active by the depositor; ? = inconclusive; [ ] = remark or other dose. On the % scale 0 is the no-effect control and ±100 the full control effect. These rows are one share of the data; the hit share may differ from the screen's.

structure | HCMV antiviral | HCV inh
COc1ccc(S(=O)(=O)N2CCCCC2)cc1NC(=O)CCC(=O)N1CCC(c2ccccc2)=N1 | 32 | -3%
NC1(C(=O)O)CCCCC1c1ccccc1 (stereo not drawn) | ? | -4%
C(=NN1CCCCCC1)c1ccc2c(c1)OCO2 | 39 | -35%
CC(C)C[C@@H](CNCC(=O)[C@H](CC(C)C)NC(=O)c1[nH]cnc1C(=O)N[C@@H](C)CN)NC(=O)c1nc[nH]c1C(=O)N[C@@H](C)C(=O)O | -16 | 13%
CCC(=O)c1cn([C@@H](CCC(OC)OC)CC(=O)OC(C)(C)C)cc1CC | 21 | -16%
COc1nc(NC2OC(CO)C(O)C(O)C2O)c(N)c(=O)[nH]1 (stereo not drawn) | -7 | 40%[activator]
COc1ccc(-c2csc(NC(CO)c3nc4ccccc4n3CCOCCO)n2)cc1 (stereo not drawn) | 54 | 0%
CC(C)(C)C(=O)C(C(c1ccccc1)N1CCOCC1)N1CCOCC1 (stereo not drawn) | 2 | 4%

Next part
structure | HCMV antiviral | HCV inh
Nc1ncnc2c(C3OC(CO)C(O)C3O)c[nH]c12 (stereo not drawn) | -98* | ?
COc1ccc(CN2CCC3CC2c2cc(-c4cccc(C)c4)ccc23)cc1 (stereo not drawn) | -6 | ?
C[N+]1(C)C2CC(OC(=O)[C@H](CO)c3ccccc3)CC1C1OC12 (stereo partly drawn) | 19 | -61%
Clc1nc(NC2CCCCC2)c2cn[nH]c2n1 | -28 | -9%
CCCCN1CC[C@H]2C=CC[C@@H](C(=O)Nc3nccs3)[C@H]2C1=O | -1 | 10%
COC(=O)C1CC2=C(CC(C)(C)CC2=O)N(c2ccccc2)C1=O (stereo not drawn) | -6 | 32%[activator]
Cc1nc(N)nc(N(C)c2ccccc2)c1Br | -27 | -20%
Cc1ccc(N2CCN(C(=O)c3cn(CC4CCCCC4)nn3)C(C)C2)cc1 (stereo not drawn) | -18 | -12%

Next part.
structure | HCMV antiviral | HCV inh
CCCN(C(=O)c1cc(S(=O)(=O)N(C)c2ccccc2OC)ccc1C)C1CCS(=O)(=O)C1 (stereo not drawn) | -3 | 9%
CCCOc1ccc(C(=O)CCC(=O)OCC(=O)N(CC)c2c(N)n(Cc3ccccc3)c(=O)[nH]c2=O)cc1 | 30 | 12%
C[C@@H]1ON(C)[C@H]2C[C@H]3c4cc(N5CCN(C)CC5)ccc4CCN3C(=O)[C@@H]12 | -9 | 25%
CC12CCC(=O)C=C1C(F)CC1C2C(O)CC2(C)C1CCC2(O)C(=O)CO (stereo not drawn) | 42 | 10%
CC1([N+](=O)[O-])COP(=O)(Nc2ccc(Cl)cc2)OC1 (stereo not drawn) | 5 | 30%
CC(C)Cc1ccc(C2=CSC3=NCCN23)cc1 | 22 | 11µM*
O=S(c1ccccc1)c1ccccc1 | -21 | 2%
COc1ccc(OC)c2sc(N3CCN(c4ccccc4)CC3)nc12 | -1 | ?

(continued)
structure | HCMV antiviral | HCV inh
CCN(CC)CCSc1nc2c([nH]1)c(=S)n(C)c(=O)n2C | -5 | -21%
CC1CN(C(=S)Nc2ccccc2)C(C)CN1C=O (stereo not drawn) | -29 | -3%
CC1(C)CC(C(=O)Nc2ccccc2)C(=O)O1 (stereo not drawn) | 7 | 5%
CC(=O)Nc1ccc2c(c1)Cc1c(F)cccc1-2 | 7 | 10µM*
CN(C)Cc1cc(C(F)(F)F)ccc1C(O)(c1ccccc1)c1ccccc1 | 1 | ?
Cc1noc(NS(=O)(=O)c2ccc(NC(=O)c3cccc(S(=O)(=O)N(C)c4ccccc4)c3)cc2)c1C | -35 | 6%
CC1(C)N=C(N)N=C(N)N1CCCCc1ccccc1 | -98* | ?
O=C(CC(=O)c1ccccc1)CS(=O)(=O)c1ccccc1 | 35 | 3%

Following part:
structure | HCMV antiviral | HCV inh
Cc1cc2nnc(SCc3ccc4c(c3)OCO4)n2c2ccccc12 | 0 | -7%
Cc1ccc2cc(CN(CC3CCCO3)S(=O)(=O)c3ccc4c(c3)OCCO4)c(=O)[nH]c2c1C (stereo not drawn) | -16 | -7%
c1ccc(-c2nnc3nc(N4CCCCC4)nc(N4CCCCC4)n23)cc1 | 9 | ?
C[C@H](O)[C@@H]1C(=O)N2CCc3ccc(N4CCOCC4)cc3[C@@H]2C[C@@H]1N(C)S(=O)(=O)c1ccccc1 | -19 | ?
O=C1NC(=S)NC(=O)C1=Cc1ccc(OCc2ccccc2)cc1 | -19 | -14%
S=c1c2[nH]cnc2ncn1CCSc1ncnc2nc[nH]c12 | -16 | 0%
CCCN(CC(=O)Nc1ccccc1C)C(=O)C1CC(=O)N(c2ccccc2OCC)C1 (stereo not drawn) | -29 | 15%
CCN(c1ccccc1)S(=O)(=O)c1cccc(C(=O)N(C)CC(=O)Nc2ccc(F)c(F)c2F)c1 | ? | ?

(further entries)
structure | HCMV antiviral | HCV inh
CC(C)(C)OC(=O)N(Cc1ccccc1)Cc1ccccc1OCc1cccc(NC(=O)C2CC2)c1 | ? | 2%[8.37 µM]
O=C(O)CNC(=O)C1(N2C(=O)c3ccccc3C2=O)CCCC1 | -35 | ?
COC(=O)c1cccc(NC(=O)c2cnn(C)c2)c1 | 21 | -5%
COC(=O)c1ccc(SCc2ccccc2)nc1 | 23 | 4%
CC(=O)Nc1ccc(/C(N=Nc2ccccc2)=N/N=C(N)N)cc1 | 13 | -6%
CC(=CC(=O)c1ccccc1)c1ccccc1 | -13 | 9%
CN1C[C@@H]2[C@@H]3C(=O)N(Cc4ccccc4)C(=O)[C@@H]3[C@](Cc3ccccc3)(C1=O)N2C(=O)c1ccccc1 | -32 | 19%
Cn1ncc2c(NCCc3ccccc3)nc(Cl)nc21 | 7 | ?

Compound profiles, as listed above. Order of screens: HCMV antiviral	HCV inh
Record of CC(=CC(=O)c1ccccc1)c1ccccc1 → -13	9%
Record of Cn1ncc2c(NCCc3ccccc3)nc(Cl)nc21 → 7	?
Record of COC(=O)c1cccc(NC(=O)c2cnn(C)c2)c1 → 21	-5%

Remaining list, next part:
structure | HCMV antiviral | HCV inh
CCC(=O)N1CCc2cc(Br)c(S(=O)(=O)CCC(=O)NCCOC)cc21 | -4 | 11%
O=C(Cc1cccc(NC(=O)C2CCCN(C(=O)C3CCC3)C2)c1)Nc1cccc(C(=O)N2CCOCC2)c1 (stereo not drawn) | -15 | -10%
COc1ccc2c(c1)C13CCN(C)C(C2)C1CCC1(C3)OCCO1 (stereo not drawn) | 10 | 15%
CN1CCc2nc(SCC(=O)Nc3ccc(Cl)cc3)c(C#N)cc2C1 | -33 | ?
Cc1ccc(N(O)C(C)(C)C)cc1 | -33 | 30%
O=C1CCC(CCc2nc3ccccc3[nH]2)(c2ccccc2)C(=O)N1 (stereo not drawn) | 4 | 8%
OC1(C#Cc2c(-c3ccsc3)oc3ccc(N4CCOCC4)cc23)CCCCC1 | 51 | 5.6µM*
COc1cc(C=NOC(=O)Nc2ccccc2)cc(OC)c1OC | -13 | -13%

New compounds follow.
structure | HCMV antiviral | HCV inh
C=CC(=O)N1C/C(=C/c2ccc(Cl)cc2)C(=O)/C(=C\c2ccc(Cl)cc2)C1 | -100* | 4.5µM*
c1ccc(CSc2cc3ccccc3[nH]2)cc1 | 6 | 11%
CCCN1CCN(C(=O)Cn2nc(C)n3c(cc4c(OC)cccc43)c2=O)CC1 | 8 | 20%
O=C(CCl)N1c2ccccc2Sc2c1ccc1ccccc21 | -29 | -13%
Cc1cc(-c2ccc(NS(=O)(=O)c3ccccc3)c(C)c2)ccc1NS(=O)(=O)c1ccccc1 | 15 | 8.9µM*
CNc1ncnc2c1ncn2-c1ccccc1 | 50 | 6%
COc1ccc(-c2noc3c2-c2nc(-c4ccccc4Cl)sc2CC3)cc1 | 7 | 10%
O=c1c2ccccc2nnn1CSc1nc2cc(Cl)ccc2c(=O)n1Cc1ccco1 | 31 | 20%

Copied from the list:
`c1ccc(CSc2cc3ccccc3[nH]2)cc1` in HCMV antiviral has 6
`O=c1c2ccccc2nnn1CSc1nc2cc(Cl)ccc2c(=O)n1Cc1ccco1` in HCMV antiviral has 31

Carrying on:
structure | HCMV antiviral | HCV inh
O=S(=O)(O)c1ccc(NN=Cc2ccccc2O)cc1 | ? | -1%
CCOC(=O)C1=C(C)N(CCC(=O)O)C(=O)NC1c1ccccc1Cl (stereo not drawn) | -11 | 17%
CC(=O)C1CCC2C3CCC4CC(=O)CCC4(C)C3C(C)(O)CC12C (stereo not drawn) | 35 | 8%
O=C(Nc1ccccc1)[C@@H]1CC=C[C@@H]2CCN(C3CCCCC3)C(=O)[C@@H]21 | -9 | 2%
CC(C)[C@H](NS(=O)(=O)c1ccccc1)C(=O)OCc1cc([N+](=O)[O-])cc2c1OCOC2 | 3 | -12%
CCNC(=O)C1OC(n2cnc3c(N)ncnc32)C(O)C1O (stereo not drawn) | 61 | 8%
O=C(O)c1c(Cl)cccc1Nc1ccccc1 | 46 | -6%
OC(c1ccccc1)C(NCCNCc1ccccc1)c1ccccc1 (stereo not drawn) | -12 | 9%

Next part:
structure | HCMV antiviral | HCV inh
CN1CCN(C(=O)N(c2ccccc2)c2ccccc2)CC1 | 21 | -7%
CN(Cc1ccccc1)C(=O)c1cccc(NC(=O)Cc2cccc(NC(=O)C3CCN(C(=O)C4CC4)CC3)c2)c1 | 4 | ?
O=C1CC(c2ccccc2)C(c2ccccc2)=NN1 (stereo not drawn) | -17 | -5%
CC(O)[C@H]1CN=C(N)N1CC1CCCCC1 (stereo partly drawn) | 5 | 7%
CCCCN1CC(COCc2ccccc2)Oc2cccc(Oc3ccc(C)cc3)c2S1(=O)=O (stereo not drawn) | -2 | -16%
O=C1OC(c2ccccc2)Sc2ccccc21 (stereo not drawn) | -18 | 3%
C[C@H](CCC(=O)OCc1cn(CC(=O)c2ccc(O)cc2)nn1)C1CC[C@H]2[C@@H]3CC[C@@H]4C[C@H](O)CC[C@]4(C)[C@H]3C[C@H](O)[C@]12C (stereo partly drawn) | 13 | 22%
COC(=O)c1ccc(C(=O)OC)c(NC(=O)CSc2nnc(-c3ccccc3Cl)o2)c1 | 16 | 20%

Next part
structure | HCMV antiviral | HCV inh
CC(=O)Nc1ccc(C=NNC(=O)CCCC(=O)NN=Cc2ccc(NC(C)=O)cc2)cc1 | -37 | 6%
CC1(C)CCCN1CCC(C(N)=O)(c1ccccc1)c1ccccc1 | -8 | 6%
Cc1ccccc1C(=O)Oc1cccc(Nc2ncnc3ccccc23)c1 | 128 | ?
C[C@@H]1NC(=O)N[C@@H]1CCCCCC(=O)O | 0 | -10%
CN(C)c1ccc(NC(=O)CSc2n[nH]c(-c3ccncc3)n2)cc1 | 49 | -6%
O=S(=O)(NCC1CCCO1)c1ccc(S(=O)(=O)N(Cc2ccccc2F)C2CCCCC2)cc1 (stereo not drawn) | -25 | 5%
COc1ccc(NC(=O)CCCCC(=O)Nc2ccc(OC)cc2OC)c(OC)c1 | 45 | -19%
CC(=O)Nc1ccc(S(=O)(=O)N[C@@H](C)C(=O)OCC(=O)Nc2ccc3c(c2)OCCO3)cc1 | 22 | 9%

More structures.
structure | HCMV antiviral | HCV inh
COC1=CC(=O)OC(c2ccc(OC)cc2)C1 (stereo not drawn) | ? | 2%
COc1ccc(CCNC(=O)C2CC3Cn4c(nc5ccccc54)C3N2Cc2ccccc2)cc1 (stereo not drawn) | 15 | -6%
O=C1OC(N2CCN(Cc3ccccc3)CC2)c2ccccc21 (stereo not drawn) | -3 | 5%
CC(C)(C)OC(=O)N(CCc1ccccc1)Cc1cccc(OCc2cccc(NC(=O)C3CCCC3)c2)c1 | -16 | -62%
CN(Cc1ccccc1)C(=O)CSc1nc2c(c(C(F)(F)F)n1)CCc1ccccc1-2 | 20 | ?
CCCCSc1nc2c([nH]1)c(=O)n(C)c(=S)n2C | -20 | -21%
Cc1ccc(C(C)NC(=O)c2cccnc2)cc1 (stereo not drawn) | 46 | 2%
COC(=O)C1(Cc2ccc3c(c2)CCC3)Cc2ccc3c(c2C1=O)CCC3 (stereo not drawn) | -37 | ?

Compounds from the list above that have a CF3 group, in the order listed:
structure | HCMV antiviral | HCV inh
CN(C)Cc1cc(C(F)(F)F)ccc1C(O)(c1ccccc1)c1ccccc1 | 1 | ?
CN(Cc1ccccc1)C(=O)CSc1nc2c(c(C(F)(F)F)n1)CCc1ccccc1-2 | 20 | ?

(more compounds)
structure | HCMV antiviral | HCV inh
CN1C[C@H]2CON(C)[C@H]2C[C@H]1c1cccc(-c2ccc(C#N)cc2)c1 | -11 | 30%[activator][8.37 µM]
Cc1nc2ccccc2n1/N=C/c1ccc([N+](=O)[O-])o1 | -67* | 10µM*
COC1=CC(=O)C=C(OC)C1(O)CC(C)=O | -19 | -20%
COc1cccc(OC)c1C(=O)Nc1ccccc1Sc1ccccc1 | 19 | ?
C/C(=N\NC(=O)C(O)c1ccccc1)c1ccc(C)s1 (stereo not drawn) | 8 | 3%
O=C(OCc1ccccc1)N1CCC2CC1c1cc(Cl)ccc12 (stereo not drawn) | 36 | -18%
O=C(O)c1ccc(NN=Cc2cc(=O)[nH]c(=O)[nH]2)cc1 | ? | 5%
CCN(N=O)c1ccc(C=C2C=Cc3ccccc32)cc1 | 43 | -28%

New compounds follow:
structure | HCMV antiviral | HCV inh
O=C(NCCCc1ccccc1)c1cccc(NC(=O)C2CCC2)c1 | 11 | ?
OCC[C@@H]1C[C@H](O)[C@@H](O)[C@@]2(CCCO2)O1 | -15 | 6%
CCN1C[C@@H]2[C@@H]3C(=O)N(C)C(=O)[C@@H]3[C@](C)(C1=O)N2C(=O)c1ccccc1 | -11 | 10%
CNC(=O)Oc1ccccc1C1CCCCC1 | 34 | -6%
COc1ccc(C2=Cc3ccc(OC(C)=O)cc3OC2)cc1 | 26 | ?
NC(=O)c1ccc(NC(=O)CNc2cc(S(=O)(=O)N3CCOCC3)ccc2N2CCCC2)cc1 | -6 | -5%
COc1ccc(OC)c(NP2(=O)OCC(C)([N+](=O)[O-])CO2)c1 (stereo not drawn) | -8 | 16%
